Peg3 prom inh = Peg3 promoter activity inhibition. HeLa PEG-Prom luciferase reporter, luminescence, overnight. inhibition, % at 20 µM. hit rate 1.7% among 360,000;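 active = inhibition of at least 50% at 20 µM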
KKLEB tox = counter-screen for CF NF-kB inhibitors: cytotoxicity; KKLEB CF airway cells viability, ATPlite luminescence, overnight; hits give low values; cells stimulated with P. aeruginosa culture filtrate; activity change (cytotoxicity), % at 5 µM; hit rate 0.36% among 360,000; AID 602141;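 active = corrected activity change at or below -50% at 5 µM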
aDG glyco up = increases alpha dystroglycan glycosylation | Pro5-aDG cells, alpha-DG glycosylation AlphaScreen (IIH6); 0% Pro5, 100% B10-LARGE cell signal | activation, % at 10 µM | hit rate 0.22% among 360,000;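 active = activation of at least 8% versus controls, or a plate z-score of at least 8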;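 also: Pro5 are CHO cells carrying HIG-tagged alpha-DG that lacks glycosylation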
hiPSC survival = enhancers of human iPSC single-cell survival; hit rate 0.044% among 360,000; survival enhancement, % at 20 µM; hiPSC single-cell survival, ATPlite luminescence; 100% = ROCK inhibitor wells, 0% = DMSO; AID 602274; in the data active = survival enhancement above about 18%;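 also: cells exposed to compounds for 16 hours before the ATP read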
Shn3 3UTR inh = Schnurri-3 reporter inhibition in Clone20 osteoblasts; AID 588674; inhibition, % at 12.5 µM; Clone20 osteoblast Shn3 3'UTR firefly luciferase, 24 h; hit rate 0.52% among 360,000;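 active = mean inhibition of at least 75% with every replicate also reaching 75%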;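 also: 0% = median of neutral control wells and 100% = pilot-screen positive control compound; some compounds past the cut are filed as inactive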
TRPM1 prom inh = MITF TRPM1 promoter inhibition in SK-MEL-5 cells; inhibition, % at 12.5 µM; SK-MEL-5 TRPM1 promoter luciferase, 24 h; hit rate 0.83% among 330,000;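 active = mean inhibition across replicates of 60% or more, whatever share of single replicates reaches that level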; also: values of inactives mirror those of a sister screen read the other way
HIF-2a block = inhibitors of HIF-2a. 786-0 RCC cells HIF-2a reporter, luciferase luminescence, overnight. hit rate 0.72% among 360,000. inhibition, % at 18.8 µM;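 active = inhibition of the luminescence signal of 40% or more relative to plate controls, in a single-dose primary screen at 18.75 µM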
NR2E3 ag-1 = human photoreceptor-specific nuclear receptor agonism; Q9Y5X4; CHO-S Gal4-NCOR/VP16-NR2E3 two-hybrid, luciferase; inhibition of corepressor binding, % at 3.98 µM; hit rate 0.35% among 360,000; AID 602229;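 active = inhibition above the mean of all tested compounds plus 3 SD, cut at about 70% in these data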;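 also: 0% = DMSO with NR2E3 transfected cells and 100% = cells lacking NR2E3 construct; higher means lower luciferase signal from less NR2E3 corepressor binding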
Target sequence (Q9Y5X4 whole entry, looked up, the tested form may be a part): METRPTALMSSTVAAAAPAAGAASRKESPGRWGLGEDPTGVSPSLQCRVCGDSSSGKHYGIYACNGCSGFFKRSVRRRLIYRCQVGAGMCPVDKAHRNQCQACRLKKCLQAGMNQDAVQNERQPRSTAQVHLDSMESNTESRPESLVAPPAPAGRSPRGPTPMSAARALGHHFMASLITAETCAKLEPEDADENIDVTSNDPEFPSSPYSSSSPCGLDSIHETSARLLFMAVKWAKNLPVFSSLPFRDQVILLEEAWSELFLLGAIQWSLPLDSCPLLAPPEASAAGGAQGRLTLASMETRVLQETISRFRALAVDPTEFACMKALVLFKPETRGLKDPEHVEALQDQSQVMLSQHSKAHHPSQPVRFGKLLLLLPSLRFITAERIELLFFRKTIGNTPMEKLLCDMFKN
NR2E3 ag-2 = activates human photoreceptor nuclear receptor NR2E3; inhibition of corepressor binding, % at 4.78 µM; GST-NR2E3/biotin-RetCOR TR-FRET, 1536-well; hit rate 0.12% among 320,000; AID 2300;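 active = percent inhibition above the cutoff of mean plus 3 SD of all tested compounds, set per screening campaign, cut at about 20% in these data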;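 also: 0% = DMSO wells and 100% = biotin wells as full block of FRET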
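system = GST-tagged NR2E3 plus biotinylated RetCOR corepressor | input = 1.35 nM GST-NR2E3 | also added = 7 nM biotin-RetCOR | schedule = 5 h incubation at 4 °C | measured by = TR-FRET with europium anti-GST and streptavidin-D2, 340 nm excitation | read-out = percent loss of FRET ratio relative to control wells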
CF NFkB inh = blocks PAF-induced NF-kB reporter in cystic fibrosis cells; KKLEB NF-kB-GFP reporter, GFP fluorescence overnight; hit rate 0.86% among 360,000; AID 588850; inhibition, % at 5 µM;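 active = at least 50% inhibition at 5 µM, scaled per plate between neutral and stimulator controls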;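 also: PAF is a Pseudomonas aeruginosa culture filtrate used as stimulus; plate controls were PAF-stimulated DMSO wells for no effect and unstimulated DMSO wells for full effect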
TWEAK Fn14 block = inhibitors of TWEAK-Fn14 interaction signaling. TWEAK-stimulated Fn14 reporter cells, luciferase luminescence, 8 h. inhibition, % at 10 µM. hit rate 2% among 360,000; in the data active = inhibition above about 50%
Active calls of the source: *; . = no result given.

#	smiles	Peg3 prom inh	TWEAK Fn14 block	HIF-2a block	hiPSC survival	NR2E3 ag-2	aDG glyco up	Shn3 3UTR inh	NR2E3 ag-1	CF NFkB inh	KKLEB tox	TRPM1 prom inh
1	COc1cccc(NC(=O)CN(C)C(=O)CNC(=O)c2sc3ccccc3c2Cl)c1	-193	-24	-141	0.7	4	0.2	-25	-37	-10	4	-20
2	COc1ccc(S(=O)(=O)N2CCOC2CNC(=O)C(=O)NCc2ccco2)cc1OC (centres undefined)	10	14	18	0.0	0	0.1	2	6	0	-6	0
3	CCOc1ccc(N2CC(C(=O)Nc3nnc(Cc4ccc(OC)c(OC)c4)s3)CC2=O)cc1 (centres undefined)	3	13	6	-0.2	2	0.0	0	-21	11	1	-7
4	Cn1c(Cc2ccccc2)nnc1SCC(=O)Nc1ccccc1	1	-17	11	0.0	1	0.0	-27	-9	13	-10	5
5	CN(CC(=O)NCc1ccccc1Cl)S(=O)(=O)c1ccc2c(c1)n(C)c(=O)c(=O)n2C	11	-7	15	-0.5	2	-0.1	-4	-38	-8	4	2
6	COc1ccccc1CNC(=O)Cn1cccc1	-17	-7	-9	4.3	1	0.0	12	-10	0	4	8
7	COc1ccc(NS(=O)(=O)c2cc(N)ccc2N2CCOCC2)cc1	-8	11	9	-0.4	1	-0.2	16	-19	-19	0	1
8	Cc1ccc(-n2ncc3c2CC(C)(C)CC3NC(=O)CCc2cnn(C)c2)cc1 (centres undefined)	4	11	11	-0.3	5	-0.4	12	15	-23	12	7
9	CC1(C(=O)NS(=O)(=O)c2ccc3c(c2)CCO3)CCN1C(=O)CCc1ccc(Cl)cc1Cl (centres undefined)	8	2	6	-1.8	.	-0.1	-5	-8	22	-12	.
10	COc1ccc(S(=O)(=O)N[C@@H](Cc2ccccc2)C(=O)N2CC[C@@]3(O)CCCC[C@H]3C2)cc1	20	8	3	3.5	2	0.0	-6	-17	-3	-1	3
11	CCOc1ccc(CN2CCN(Cc3[nH]c4ccccc4c3C)CC2CCO)cc1 (centres undefined)	11	1	9	-2.1	4	2.2	-8	8	-8	3	5
12	S=c1nc(NCc2ccc3c(c2)OCO3)c2ccccc2[nH]1	-30	24	-34	2.3	.	0.0	-12	-22	-1	-6	-14
13	Cc1nc(=O)c(-c2ccccc2)c(C)n1-c1ccccc1C(=O)O	2	13	10	1.7	0	0.2	-20	-8	-3	-14	9
14	CCCCCCC(O)(CCN1CCCCC1)c1ccccc1 (centres undefined)	-2	0	9	-0.5	-4	0.4	17	1	9	-6	-6
15	Fc1ccc(CSc2ccc3nnc(-c4cccs4)n3n2)cc1	-5	-20	24	1.2	3	0.6	23	-21	-25	13	-9
16	Cc1ccc(C(=O)NCC(=O)OCC(=O)Nc2ccc3[nH]c(=O)[nH]c3c2)cc1	-6	4	1	-0.4	-2	0.1	-15	-22	-3	0	-1
17	CCOc1cc(/C=N/NC(=O)CCn2nnc3ccccc32)ccc1O	-4	-2	15	-0.8	-10	-0.2	-3	-1	-6	6	-6
18	O=C(CSc1nc(NS(=O)(=O)c2ccccc2)cc(=O)[nH]1)Nc1ccc(Cl)cc1	-1	-21	9	0.0	.	-0.2	-10	8	-20	3	14
19	CCOc1ccccc1-c1nc(-c2cc3ccc(C)cc3[nH]c2=O)no1	-13	15	-32	2.9	2	-0.5	-76	16	-4	-6	1
20	O=C(c1ccc(Cl)cc1)c1cnc(Nc2ccccc2)s1	-173	-38	-144	-2.7	6	-0.1	-33	-64	-5	-8	-74
21	Cc1ccccc1S(=O)(=O)N1C[C@H]2CON(C)[C@H]2C[C@H]1c1cccc(N2CCOCC2)c1	-4	-1	6	1.4	.	0.2	2	9	-2	3	-6
22	Cc1ccc(Cl)c(NC(=O)COC(=O)c2ccccc2C(=O)c2ccc(Cl)c([N+](=O)[O-])c2)c1Cl	100*	100*	97*	13	-1	0.1	56	-9	94*	-99*	87*
23	O=C(NC(=S)Nc1cccc(Cl)c1N1CCCCC1)c1cccs1	49	25	-8	-1.9	1	-0.2	6	-6	-10	-16	5
24	COC(=O)c1cc(C(=O)OCC(=O)N2CCCCC2)cc([N+](=O)[O-])c1	-9	9	21	1.4	.	0.1	-5	-12	-18	3	1

Compound profiles, from the list above. Values in the order: Peg3 prom inh	TWEAK Fn14 block	HIF-2a block	hiPSC survival	NR2E3 ag-2	aDG glyco up	Shn3 3UTR inh	NR2E3 ag-1	CF NFkB inh	KKLEB tox	TRPM1 prom inh
Listed for CCOc1ccccc1-c1nc(-c2cc3ccc(C)cc3[nH]c2=O)no1 → -13	15	-32	2.9	2	-0.5	-76	16	-4	-6	1
Listed for Cc1ccccc1S(=O)(=O)N1C[C@H]2CON(C)[C@H]2C[C@H]1c1cccc(N2CCOCC2)c1 → -4	-1	6	1.4	.	0.2	2	9	-2	3	-6
Listed for Fc1ccc(CSc2ccc3nnc(-c4cccs4)n3n2)cc1 → -5	-20	24	1.2	3	0.6	23	-21	-25	13	-9

The listing continues.
#	smiles	Peg3 prom inh	TWEAK Fn14 block	HIF-2a block	hiPSC survival	NR2E3 ag-2	aDG glyco up	Shn3 3UTR inh	NR2E3 ag-1	CF NFkB inh	KKLEB tox	TRPM1 prom inh
25	CC(C)CC1(C)NC(=O)N(CC(=O)Nc2ccccc2Br)C1=O (centres undefined)	9	-13	12	-2.5	.	0.0	-8	11	-1	1	6
26	C[C@@H](NCCCn1cnc2c(OCc3ccccc3)ncnc21)c1cccc2ccccc12	92*	-10	-23	-4.4	.	1.2	-12	-2	17	-19	69*
27	CC(C)Nc1nc2ccccc2c(=O)[nH]1	11	8	16	0.0	-1	-0.4	-5	-10	-1	9	-4
28	O=S(=O)(c1cc(Cl)ccc1Cl)N1CCc2ccccc21	27	-2	27	1.4	-3	0.1	16	5	4	-7	-7
29	Cc1cc(C)c(S(=O)(=O)Nc2ccc(O)cc2)cc1C	14	15	19	-1.1	2	0.2	7	-9	-5	5	10
30	Nc1ccccc1SCC(=O)N1CCc2ccccc21	-227	-9	-179	-2.3	-3	0.5	-29	-75	-14	2	-32
31	O=C(Nc1ccc(F)cc1)c1cccnn1	-18	-1	-35	-0.1	-1	-0.1	-1	-1	0	-8	-8
32	O=C(CSc1nc2ccccc2c(=O)n1NC(=O)Cc1ccccc1)NCc1ccccc1	10	1	3	1.3	-2	0.0	-13	4	0	0	-6
33	CCOC(=O)[C@H]1CCC[C@@H](NS(=O)(=O)c2ccc(NC(C)=O)cc2)C1	22	-23	1	-1.8	1	0.2	7	0	6	-4	6
34	Cc1cccc(CS(=O)(=O)Cc2ccc(C(=O)NCCN3CCCCC3C)o2)c1 (centres undefined)	6	-7	18	-0.3	2	-0.1	6	5	-4	-29	-3
35	O=C(O)CCn1c(=O)sc2ccccc21	-1	-25	10	4.3	2	0.0	-2	-15	0	15	7
36	C=CCNC(=O)c1ccc2c3n(nc2c1)-c1ccc(C)cc1CO3	-315	-20	-278	-2.2	2	0.0	-63	-86	-76	3	-75

Part of the list above in order of number of heavy atoms, ascending:
#	smiles	Peg3 prom inh	TWEAK Fn14 block	HIF-2a block	hiPSC survival	NR2E3 ag-2	aDG glyco up	Shn3 3UTR inh	NR2E3 ag-1	CF NFkB inh	KKLEB tox	TRPM1 prom inh
35	O=C(O)CCn1c(=O)sc2ccccc21	-1	-25	10	4.3	2	0.0	-2	-15	0	15	7
28	O=S(=O)(c1cc(Cl)ccc1Cl)N1CCc2ccccc21	27	-2	27	1.4	-3	0.1	16	5	4	-7	-7
20	O=C(c1ccc(Cl)cc1)c1cnc(Nc2ccccc2)s1	-173	-38	-144	-2.7	6	-0.1	-33	-64	-5	-8	-74
19	CCOc1ccccc1-c1nc(-c2cc3ccc(C)cc3[nH]c2=O)no1	-13	15	-32	2.9	2	-0.5	-76	16	-4	-6	1

(further entries)
#	smiles	Peg3 prom inh	TWEAK Fn14 block	HIF-2a block	hiPSC survival	NR2E3 ag-2	aDG glyco up	Shn3 3UTR inh	NR2E3 ag-1	CF NFkB inh	KKLEB tox	TRPM1 prom inh
37	COc1ccccc1N1C(=O)CC(N2CCc3ccccc32)C1=O (centres undefined)	-26	-9	-81	0.7	2	-0.3	-33	-15	6	-13	16
38	Cc1ccccc1C(=O)NC(=S)Nc1ccc(Oc2ccc(Cl)cc2)cc1	18	27	2	0.0	0	0.1	19	3	2	5	-6
39	N#CCc1c(C#N)c(N)nc(N2CCN(C=O)CC2)c1C#N	1	9	11	1.2	2	-0.1	0	21	-12	-9	0
40	CC1=C(C(=O)OC2CCCC2)C(c2coc3ccccc3c2=O)C2=C(CCCC2=O)N1 (centres undefined)	28	2	21	0.0	-1	-0.6	9	-14	0	9	12
41	Cc1c(C(=O)NCCN(C)C)oc2ccc(S(=O)(=O)N3CCCC3)cc12	6	-3	15	0.8	-2	0.1	1	-13	5	-2	2
42	N#Cc1ccsc1NC(=O)CN1CCCCCC1	-7	-13	-54	-2.4	1	0.0	2	-33	2	0	-4
43	CCOc1ccc(NC(=O)c2cccc3ccccc23)cc1	-84	4	-172	0.5	-3	0.1	-52	-86	4	-9	-31
44	Cc1nc2ccc(Br)cn2c1NC(C)(C)C	4	0	7	-0.3	-1	0.2	2	-15	-3	6	3
45	COC(=O)c1sccc1NC(=O)/C=C/c1ccc(Cl)cc1	-223	-6	-215	1.9	-3	-0.2	-62	-36	0	0	-34

Bioassay records as filed in PubChem.
